# Screening data deposited in PubChem BioAssay by several laboratories.
# PERK inhibitor: block of dimerizer-induced PERK translation repression, primary screen, PERK inhibitor project, CHO PERK-DD cells, SEAP luminescence, HTS. CHO PERK-DD fusion, SEAP luminescence translation reporter. inhibition, % at 5.6 µM. 220,000 tested, 0.17% active;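 active means inhibition above the mean inhibition of all tested compounds plus 3 SD, set separately per screening campaign, cut at about 2.9% in these data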;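 further: PERK kinase domain activated by AP20187 dimerizer at 100 nM; 0% = DMSO with dimerizer and 100% = rapamycin at 8.4 µM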
# S1P4 antagonist: S1P4 receptor antagonists, primary screen, cell-based | Sphingosine 1-phosphate receptor 4 (Homo sapiens), O95977 | S1P4-expressing cells, antagonist mode, reporter read-out | inhibition, % at 4.98 µM | 220,000 tested, 0.26% active | AID 1510, 2009; in the data active means inhibition above about 29%;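 further: 0% = wells stimulated with agonist and 100% = vehicle wells without agonist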
# zfTRPN1 agonist: zebrafish TRPN1 channel agonists, primary screen, cell-based, HEK293, calcium fluorescence; activation, % at 3 µM; 220,000 tested, 0.18% active; HEK293 zebrafish TRPN1-YFP, Fluo-8 calcium fluorescence; 100% = response to 87 µM carbachol;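 active means activation above its plate's cutoff, the mean activation of test wells on that plate plus 3 SD, cut at about 19% in these data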;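 further: 0% = DMSO alone and 100% = 87 µM carbachol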
#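 Material: zebrafish TRPN1-YFP in HEK293 cells. Doses: one dose of 3 µM, 0.3% DMSO. Incubation: dye 1 h 37 °C plus 30 min RT. Measured by: intracellular calcium fluorescence with Fluo-8.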
# m-calpain inh: inhibitors of pig calpain II, primary screen, biochemical, fluorogenic peptide substrate, 1536-well. purified calpain II, 30 min. inhibition, % at 16 µM. 220,000 tested, 0.37% active;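 active means inhibition above about 50%, limit read from the data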
# EP2 modulator: EP2 receptor modulators, cAMP readout, primary screen, cell-based, HTRF cAMP, PGE2 stimulation; EP2-expressing cells, cAMP HTRF FRET, PGE2 co-stimulation; Prostaglandin E2 receptor EP2 subtype (Homo sapiens), P43116; induction, % at 25 µM; 260,000 tested, 0.83% active;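 active means compounds whose cAMP rise, as percent of the full-agonist control response, exceeds 60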;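 further: rat C6 glioma line stably carrying human EP2 under a CMV promoter; the protocol text gives 20 µM as final concentration; 100% = response of wells given 1 µM PGE2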
# Target sequence (P43116 whole entry, looked up): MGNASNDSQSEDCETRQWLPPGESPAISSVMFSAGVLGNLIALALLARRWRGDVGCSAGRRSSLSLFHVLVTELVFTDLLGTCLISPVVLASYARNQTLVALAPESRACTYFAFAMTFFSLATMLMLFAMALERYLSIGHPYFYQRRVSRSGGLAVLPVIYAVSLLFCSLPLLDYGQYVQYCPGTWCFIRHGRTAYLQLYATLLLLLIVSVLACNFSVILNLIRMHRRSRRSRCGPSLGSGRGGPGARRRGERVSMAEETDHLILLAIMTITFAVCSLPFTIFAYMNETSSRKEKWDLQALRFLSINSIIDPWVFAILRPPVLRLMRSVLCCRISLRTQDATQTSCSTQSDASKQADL
# Ba/F3 V617F tox: reduced viability of JAK2V617F-dependent Ba/F3 cells, primary screen, JAK2V617F inhibitor project, cell-based, Ba/F3 EpoR-JAK2V617F, luminescence; ATP luminescence; inhibition, % at 5.6 µM; 220,000 tested, 1.1% active; AID 1446, 2008;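 active means inhibition above the campaign mean plus 3 SD over all tested compounds, cut at about 24% in these data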;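 further: cytokine-independent growth of Ba/F3 cells driven by EpoR plus mutant JAK2; 0% = DMSO-treated cells and 100% = JAK inhibitor I control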
# TRPML3 agonist: human TRPML3 channel agonists, primary screen, cell-based, HEK293 TRPML3-YFP, Fluo-8 calcium fluorescence, 3 µM | 100% = the carbachol control signal | activation, % at 3 µM | 220,000 tested, 0.29% active;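 active means activation above its plate's cutoff, the mean activation of the plate's test wells plus 3 SD, cut at about 12% in these data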;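 further: 0% = DMSO only wells and 100% = carbachol wells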
# Target sequence (Q8TDD5 whole entry, looked up): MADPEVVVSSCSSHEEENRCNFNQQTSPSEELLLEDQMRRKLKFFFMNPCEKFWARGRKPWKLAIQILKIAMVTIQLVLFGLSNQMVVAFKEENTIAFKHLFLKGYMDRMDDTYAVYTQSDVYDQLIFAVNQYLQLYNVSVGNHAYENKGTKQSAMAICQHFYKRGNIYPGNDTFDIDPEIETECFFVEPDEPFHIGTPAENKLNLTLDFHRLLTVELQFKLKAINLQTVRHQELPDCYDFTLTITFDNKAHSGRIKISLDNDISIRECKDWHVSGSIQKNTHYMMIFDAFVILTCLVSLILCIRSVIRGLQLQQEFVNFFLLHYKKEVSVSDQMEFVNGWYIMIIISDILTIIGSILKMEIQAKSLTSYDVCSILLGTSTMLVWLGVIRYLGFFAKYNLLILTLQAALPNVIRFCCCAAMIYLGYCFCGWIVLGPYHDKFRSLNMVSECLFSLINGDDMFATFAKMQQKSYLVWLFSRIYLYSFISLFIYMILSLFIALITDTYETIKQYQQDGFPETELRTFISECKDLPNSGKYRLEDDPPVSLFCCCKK
#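 system = HEK293 cells stably carrying human TRPML3-YFP | doses = one concentration, 3 µM nominal, 0.3% DMSO | timing = dye loading 1 h 37 °C then 30 min ambient, 125 s read | detection = Fluo-8 calcium dye fluorescence, ex 470-495, em 515-575 nm | benchmarks = high control carbachol 87 µM, low control DMSO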
# BaF3 parental: parental Ba/F3 cell viability inhibition, counter-screen for JAK2V617F inhibitor project, murine pro-B, CellTiter-Glo luminescence; CellTiter-Glo ATP luminescence; 220,000 tested, 1.1% active; inhibition, % at 5.6 µM;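 active means inhibition above a per-campaign cutoff, the mean inhibition of all tested compounds plus 3 SD, cut at about 27% in these data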;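 further: 0% = DMSO wells and 100% = JAK Inhibitor I control wells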
# S1P4 agonist: S1P4 receptor agonists, primary screen, cell-based; Sphingosine 1-phosphate receptor 4 (Homo sapiens), O95977; 220,000 tested, 0.35% active; activation, % at 4.98 µM; AID 1509, 2009; S1P4-expressing cell line, agonist reporter assay; in the data active means activation above about 11%;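 further: 0% = DMSO vehicle and 100% = reference agonist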
# Numbers without * were called inactive; x = no result given; & = joins results of further samples. The order is random; about 3.6% have a hit in one of these screens.
# Order of results: BaF3 parental	Ba/F3 V617F tox	m-calpain inh	PERK inhibitor	TRPML3 agonist	S1P4 antagonist	EP2 modulator	S1P4 agonist	zfTRPN1 agonist
CC(C)(C)c1ccc(C(=O)Nc2ccc(N3CCOCC3)cc2)cc1
→ 3	4	-48	-1.1	0.7	-32	-33	1.0	1.5
O=C(NN1CCN(Cc2ccccc2Cl)CC1)c1ccc(Br)cc1
→ 8	3	-19	0.8	0.9	-22	-57	-0.5	-1.2
COc1ccc(CNC(=O)C2CCCN(S(=O)(=O)c3cc(C)ccc3OC)C2)cc1 (configuration not stated)
→ 1	-4	0	-1.2	0.9	-6	12	-0.7	0.4
C=CCn1c(-c2ccccc2)nc(=S)c2c1CC(C)(C)OC2
→ -2	-5	-14	1.1	0.1	4	24	-2.1	1.0
Cc1cc2c(cc1C)NC(c1c(C)n(C)n(-c3ccccc3)c1=O)C1=C(CC(C)(C)CC1=O)N2 (configuration not stated)
→ 2	-2	-259	-0.2	1.5	-16	-35	0.2	0.7
CC(C)NC(=O)NC(=O)COC(=O)c1ccc([N+](=O)[O-])cc1Cl
→ 5	1	-3	0.8	1.0	-13	-28	0.2	1.0
CCCCSc1nsc(NC(C)=O)n1
→ 6	3	-1	0.4	0.8	-7	22	-0.2	1.0
CCc1ccc(-c2ccc(C(=O)C(F)(F)F)[nH]2)cc1
→ 2	-2	-4	0.9	0.0	-23	-6	-1.6	-0.5
Cc1occc1-c1nnc(SCC(=O)NCCc2ccccc2)o1
→ 1	-2	-6	0.7	0.2	-25	-1	0.3	-1.6
Cc1ccc(NS(=O)(=O)c2ccc(C)c(NC(=O)COc3ccc4ccccc4c3)c2)c(C)c1
→ 1	3	-90	-1.1	0.4	3	-6	1.7	0.9
COCCn1c(=S)[nH]c2cc(C(=O)N3CCC(C(N)=O)(N4CCCCC4)CC3)ccc2c1=O
→ 1	2	-4	0.8	0.1	-22	-9	0.3	1.3
Cc1csc(NC(=O)CSc2nnc(-c3cccs3)n2C)n1
→ 0	-3	12	-0.8	0.5	-7	-1	0.0	0.6
O=C(CSc1ncn(-c2ccccc2)n1)Nc1ccc2c(c1)OCCO2
→ 7	0	17	1.1	0.3	9	-12	-0.2	0.4
CCOC(=O)N1CCN=C1SCc1ccc(C(F)(F)F)cc1
→ 0	-3	9	1.7	-0.7	5	14	0.1	-1.6
N#CC1=C(N)N(c2ccccc2C#N)C2=C(C(=O)CCC2)C1c1ccsc1 (configuration not stated)
→ 1	-1	-40	0.2	0.7	-8	2	0.0	1.4
c1ccc2sc(-c3ccc4c(c3)OCO4)nc2c1
→ 5	10	-354	-0.4	0.1	-3	-59	1.1	0.8
COc1ccccc1NC(=O)N1c2ccc(F)cc2CCC1C (configuration not stated)
→ 0	-3	3	0.8	0.2	4	38	-0.1	1.3
CC(C)C(=O)N(c1ccc2oc(=O)sc2c1)S(=O)(=O)c1ccccc1
→ 4	1	14	-0.7	0.0	-6	2	0.7	-1.2
Cc1ccc(NC(=O)C(=O)NCc2ccc(/C=N/NC(=O)c3c(C)nc4ccccn34)o2)cc1
→ 4	-2	-88	-0.4	-1.1	-6	-9	3.3	-2.7
O=C(NC(=S)Nc1cccc(NC(=O)c2ccccc2)c1)c1cccc([N+](=O)[O-])c1
→ 8	-1	-74	0.2	0.7	-11	-85	-0.1	1.7
Cc1nnc2c(NC3CCCC3)nc3ccccc3n12
→ 6	9	16	1.5	-0.9	-2	4	-3.8	0.7
CCNC(=S)NNC(=O)c1nn(C)c(C)c1Cl
→ 13	2	-8	0.4	1.2	0	19	0.9	0.5
Cn1c(SCc2ccc(Br)cc2)nnc1-c1ccccn1
→ 2	-2	-92	0.3	0.1	-14	-20	2.6	-2.2
COc1ccc(CCNC(=O)c2[nH]c(C)c(C(C)=O)c2C)cc1OC
→ 0	4	-21	-1.0	0.9	-26	17	1.1	1.1
CC/C(Cc1ccccc1)=N\NC(=O)c1cc(C)oc1C
→ 4	-1	-9	0.8	0.3	-19	14	-0.1	0.6
CC(C)(Oc1ccc(Cl)cc1)C(=O)Nc1ccc2oc(-c3ccncc3)nc2c1
→ 5	0	-49	0.6	1.1	-18	-45	0.5	-0.6
CC1Cc2ccccc2N1C(=O)COC(=O)C1=COCCO1 (configuration not stated)
→ 0	-4	-113	1.1	0.2	-12	7	0.2	-1.5
Cc1nc2nc(C)c(CCC(=O)NCCCN3CCN(c4cccc(Cl)c4)CC3)c(C)n2n1
→ 1&0	-4&-2	-6&-31	-0.3&1.5	0.1&1.1	-16&-4	18&15	0.3&-0.7	0.4&1.1
COc1ccc(-n2c(Cc3ccccc3)nnc2SCc2ccc([N+](=O)[O-])cc2)cc1
→ 4	-2	20	-0.7	-0.6	0	31	-0.9	-1.8
CC(C)(C)C(=O)NC1(C(F)(F)F)NC(=O)N(Cc2ccccc2)C1=O (configuration not stated)
→ 2	-3	7	0.3	0.1	11	-32	3.2	-1.5

# Next part (3 carried over from the part before).
# Order of results: BaF3 parental	Ba/F3 V617F tox	m-calpain inh	PERK inhibitor	TRPML3 agonist	S1P4 antagonist	EP2 modulator	S1P4 agonist	zfTRPN1 agonist
Cc1nc2nc(C)c(CCC(=O)NCCCN3CCN(c4cccc(Cl)c4)CC3)c(C)n2n1
→ 1&0	-4&-2	-6&-31	-0.3&1.5	0.1&1.1	-16&-4	18&15	0.3&-0.7	0.4&1.1
COc1ccc(-n2c(Cc3ccccc3)nnc2SCc2ccc([N+](=O)[O-])cc2)cc1
→ 4	-2	20	-0.7	-0.6	0	31	-0.9	-1.8
CC(C)(C)C(=O)NC1(C(F)(F)F)NC(=O)N(Cc2ccccc2)C1=O (configuration not stated)
→ 2	-3	7	0.3	0.1	11	-32	3.2	-1.5
COc1ccc(Cn2cnc3c([N+](=O)[O-])c(C)c(C)cc32)cc1
→ 6	1	19	-0.4	-1.3	-9	8	-1.6	-0.4
C=CCNC(=S)NCc1ccccc1
→ 1	0	11	1.0	0.3	-16	7	-0.1	2.4
O=C(CSc1nnc2c(Cl)cc(C(F)(F)F)cn12)N(Cc1ccccc1)Cc1ccccc1
→ 2	1	4	-1.4	-0.3	-3	28	1.4	0.7
O=C(/C=C/c1ccc(F)cc1)NC(=S)N1CCN(Cc2ccccc2)CC1
→ 3	1	3	-1.5	0.1	-4	-23	0.5	-1.0
Cc1ncsc1CCSc1nc2ccccc2c(=O)n1C
→ 7	4	2	-0.8	-0.3	-16	26	-0.8	2.3
Cn1c(NCc2ccco2)nc2ccccc21
→ 4	-3	-3	-0.6	0.3	6	3	2.8	-0.8
Cc1cccc(-n2c(=O)c3c(C)c(C)sc3n(CC(N)=O)c2=O)c1
→ 3	1	-16	1.2	0.5	4	-13	1.1	1.2
O=C(NCc1nnc(SCC(=O)N2CCC(Cc3ccccc3)CC2)o1)c1ccccc1F
→ 3	-2	14	-0.8	-1.0	-7	-6	3.4	3.0
CCOc1ccc(NC(=S)N2CCCCCC2)cc1
→ -4	-2	12	-0.2	0.7	-14	-41	4.1	-0.1
COc1ccc(-n2ccnc2SCC(=O)NCc2ccc(F)cc2)c(OC)c1
→ 14	3	20	-0.3	0.4	3	-1	0.0	0.5
O=c1[nH]c2c(s1)C(c1ccccc1)C1C3CCC(C3)C1S2 (configuration not stated)
→ 2	-3	29	0.5	-0.9	1	-10	-0.6	-1.6
CCCN1C(=O)/C(=C2\SC(N3CCCCC3)=NC2=O)c2ccccc21
→ 1	1	-4	-1.3	-1.4	4	23	0.1	-1.9
C#CCOCCOCCOCCNc1nc(N2CCN(C(=O)Cn3cc(CC(C)O)nn3)CC2)nc(N2CCN(C(=O)[C@H](CCCCN)n3cc(CCC(=O)O)nn3)CC2)n1 (some centres not stated)
→ 9	4	6	1.0	0.6	-11	36	2.2	1.6
CC(=O)c1cccc(NC(=O)CCNS(=O)(=O)c2cccc3nsnc23)c1
→ 1	2	-12	-0.5	1.0	11	9	0.0	3.4
Oc1ccccc1N=Cc1c(O)ccc2oc3c(c12)CCCC3
→ 1	-1	3	0.3	1.2	7	9	1.6	2.8
COc1ccc(C(NC(=O)CNC(C)=O)C(=O)Nc2ccc3c(c2)OCCO3)cc1 (configuration not stated)
→ 5	6	-24	0.2	0.4	-3	12	0.0	0.3
CCS(=O)(=O)c1ccc(C(=O)NC)c(Cl)c1Cl
→ 7	-3	-8	1.6	0.6	-2	-20	-1.6	1.8
Cc1ccc(S(=O)(=O)N2CCC(=O)N(C(COCc3ccc(Cl)cc3)C(C)C)CC2)cc1 (configuration not stated)
→ 2	2	14	-1.1	14*	7	38	1.1	-1.3
O=C1CC(N2CCC(c3nc4ccccc4o3)CC2)C(=O)N1c1cc(Cl)cc(Cl)c1 (configuration not stated)
→ 4	4	26	0.0	-0.5	-8	-6	-0.1	-1.9
CCOC(=O)CN1C(=N)N(c2nc(NC(C)C)nc(NC(C)C)n2)CC1=O
→ 7	5	-2	-0.7	0.4	-24	21	0.6	0.0
Cc1cccc(N2CCN(c3cc(C)nc4nnnn34)CC2C)c1 (configuration not stated)
→ 4	1	3	-0.1	0.6	-13	14	0.2	1.0
C=C(C)C1CC=C(C)/C(=N/NC(=S)Nc2ccccc2)C1 (configuration not stated)
→ 8	-2	-3	0.0	0.5	-2	5	0.4	-0.6
Cc1csc(SC(C)C(=O)NCC(=O)Nc2ccc(F)c(F)c2F)n1 (configuration not stated)
→ 1	-3	-20	0.2	0.1	0	29	0.2	-1.4
Cc1ccc(S(=O)(=O)Nc2ccc3c4c(cccc24)CC3)c(C)c1
→ 13	4	x	-1.0	0.4	-13	x	1.3	-0.8
NNC1=N[C@H]2CS(=O)(=O)C[C@H]2S1
→ 8	1	8	0.5	0.2	-12	14	3.6	-0.3
CCOc1ccc2c(c1)N(C(=O)CN1C(=O)CCC1=O)C(C)(C)C=C2C
→ 4	0	14	0.0	1.3	-12	-18	-0.2	0.7
CCN(CC)C(=O)COc1ccc(N(C)S(=O)(=O)c2ccc(NC(C)=O)cc2)cc1
→ 1	-1	5	1.2	0.5	-21	-4	0.8	2.1

# Three structures from above, sorted by heavy-atom count, ascending:
# Order of results: BaF3 parental	Ba/F3 V617F tox	m-calpain inh	PERK inhibitor	TRPML3 agonist	S1P4 antagonist	EP2 modulator	S1P4 agonist	zfTRPN1 agonist
CC/C(Cc1ccccc1)=N\NC(=O)c1cc(C)oc1C
→ 4	-1	-9	0.8	0.3	-19	14	-0.1	0.6
CCOC(=O)N1CCN=C1SCc1ccc(C(F)(F)F)cc1
→ 0	-3	9	1.7	-0.7	5	14	0.1	-1.6
CCOc1ccc2c(c1)N(C(=O)CN1C(=O)CCC1=O)C(C)(C)C=C2C
→ 4	0	14	0.0	1.3	-12	-18	-0.2	0.7
